Compound activity as filed in PubChem BioAssay.
KCNQ1 inh: human KCNQ1 channel inhibition | P51787 | 1.3% of 310,000 active | CHO-K1 KCNQ1, FluxOR thallium flux fluorescence; active compounds read high | AID 2642 | B-score at 10 µM;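 active means compounds whose thallium flux B-score, printed positive for inhibition, exceeds three library SD while starting fluorescence stays within three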;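 further: channel opened by potassium depolarization with thallium stimulus after 20 min compound exposure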
KCNK9 inh: inhibitors of human KCNK9 two-pore domain potassium channel; HEK293 KCNK9, FluxOR thallium flux fluorescence; active compounds read low; B-score at 10 µM; 1.2% of 310,000 active;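 active means ratio B-score over 3 SD below the library mean, with starting fluorescence within 5 SD of its mean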;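 further: negative B-score means less thallium flux so channel inhibition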
GSK3 alpha inh: inhibitors of human GSK-3 alpha kinase | 0.1% of 320,000 active | inhibition, % at 10 µM | AID 2650 | ADP-Glo luminescence, 60 min | P49840;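 in the data active means inhibition above about 50%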;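 further: GST-tagged GSK-3 alpha with peptide substrate and 25 µM ATP; 0% = DMSO neutral wells and 100% = GW8510 positive control wells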
PolyA inh: blocks polyadenylation in yeast reporter cells | S. cerevisiae SKY197-pL101 polyadenylation reporter, beta-gal luminescence; efflux-impaired pdr1/pdr3 knockout yeast; score 100 = 6 SD above DMSO | calls only at 12 µM | 0.02% of 300,000 active | AID 1875;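 active means lowest replicate activity score at least 50, where 100 means six control SD above control mean; inconclusive means lowest score under 50 but half or more replicates reach 50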;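 further: yeast exposed to compound for 9 h at 30 °C; higher score means more reporter readthrough which indicates perturbed polyadenylation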
GSK3B inh: human GSK3beta kinase inhibition; 0.038% of 300,000 active; AID 2097; activity score (negative = inhibition), % at 10 µM; P49841; GST-GSK3beta kinase, ADP-Glo luminescence, 60 min; active compounds read low;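 active means more than half of replicate wells score below -50%, meaning over 50% inhibition versus plate controls; inconclusive means some replicates but at most half score below -50%; inactive means no replicate scores below -50%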;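 further: 0% = median DMSO wells and -100% = median GW8510 positive control wells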
Target sequence (P49841 whole entry, looked up): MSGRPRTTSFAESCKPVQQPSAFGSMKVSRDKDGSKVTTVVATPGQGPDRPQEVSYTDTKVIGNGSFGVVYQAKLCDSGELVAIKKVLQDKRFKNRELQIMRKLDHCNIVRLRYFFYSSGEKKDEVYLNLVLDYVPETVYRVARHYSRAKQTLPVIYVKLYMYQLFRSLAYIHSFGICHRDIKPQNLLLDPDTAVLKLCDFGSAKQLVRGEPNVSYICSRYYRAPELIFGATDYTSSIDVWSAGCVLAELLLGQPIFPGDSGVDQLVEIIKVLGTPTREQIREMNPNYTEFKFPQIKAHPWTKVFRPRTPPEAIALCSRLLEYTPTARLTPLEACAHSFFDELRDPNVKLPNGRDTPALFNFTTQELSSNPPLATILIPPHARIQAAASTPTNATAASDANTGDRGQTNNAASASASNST
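Test system: GST-tagged human GSK3beta kinase, cell-free; evaluation: activity score scaled between in-plate DMSO and GW8510 controls; measured by: ADP-Glo luminescence; incubation: 60 min reaction, RT; benchmarks: DMSO and 20 µM GW8510; reagent: peptide substrate plus 25 µM ATP (final); medium: Tris/MgCl2 kinase buffer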
HDAC3 inh: inhibitors of human histone deacetylase 3; O15379; recombinant HDAC3, fluorogenic peptide/trypsin coupled, fluorescence; inhibition, % at 8.3 µM; 0.15% of 320,000 active; AID 2718; in the data active means inhibition above about 26%, passing the limit was not always enough; inconclusive means no clear call, values can overlap the other calls
Target sequence (O15379 whole entry, looked up): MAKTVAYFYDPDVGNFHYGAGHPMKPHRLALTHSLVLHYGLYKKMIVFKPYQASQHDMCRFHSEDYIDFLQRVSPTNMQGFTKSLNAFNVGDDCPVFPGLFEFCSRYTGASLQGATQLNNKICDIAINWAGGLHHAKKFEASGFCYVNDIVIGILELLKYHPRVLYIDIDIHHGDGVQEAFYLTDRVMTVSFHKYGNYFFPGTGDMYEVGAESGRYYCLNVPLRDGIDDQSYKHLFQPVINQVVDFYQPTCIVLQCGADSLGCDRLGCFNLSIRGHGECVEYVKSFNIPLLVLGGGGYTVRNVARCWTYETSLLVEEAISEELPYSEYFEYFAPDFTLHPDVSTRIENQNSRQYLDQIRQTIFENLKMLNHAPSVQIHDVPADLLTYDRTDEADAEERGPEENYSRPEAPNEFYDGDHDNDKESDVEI
hERG protect: shields human hERG channel from block by proarrhythmic agents | activation (rescue from dofetilide block), less the hit threshold, % at 10 µM | AID 1511 | 0.51% of 310,000 active | CHO-hERG, FluxOR thallium flux, dofetilide IC70 present;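 active means activation above the mean of controls blocked by dofetilide plus 5 SD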;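 further: thallium influx through hERG after potassium depolarization seen as dye fluorescence rise; in these data hits start at about 4.7%; inactives centre near -7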
DYRK1A inh: Dyrk1A (rat) kinase inhibition; Q63470; ADP-Glo luminescence, NFATc1 peptide; inhibition, % at 12.5 µM; 0.43% of 310,000 active; AID 504441; in the data active means inhibition above about 50%;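 further: plate controls were vehicle with enzyme for no effect and no enzyme for full effect; many of its hits are not listed in these tables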
KCNQ1 pot: potentiates or activates the human KCNQ1 potassium channel; P51787; CHO-K1 KCNQ1, thallium flux FluxOR fluorescence; active compounds read high; B-score at 10 µM; 0.35% of 310,000 active;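 active means fluorescence ratio B-score, a plate-corrected score, at least three library SD, with initial intensity B-score within 5 SD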
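Test system: CHO-K1 cells stably expressing KCNQ1 / Medium: assay buffer / Also added: depolarizing K+/Tl+ stimulus, K2SO4 and Tl2SO4 each 12.5 mM in 5x stock / Incubation: 90 min dye loading and 20 min compound exposure, both at room temperature / Signal: thallium influx via FluxOR fluorescence, kinetic imaging / Evaluation: B score of baseline-normalized fluorescence ratio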
RGS4 pot: potentiators or activators of RGS4. HEK293 M3R/inducible RGS4, carbachol calcium flux Fluo4; active compounds read low. B-score at 10 µM. 0.92% of 310,000 active. AID 463111;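 active means B-score of the integrated calcium signal more than 4 SD below the library mean, with starting fluorescence not abnormally high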;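 further: negative B-score means reduced calcium response which marks RGS4 activation or potentiation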
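test system = M3R-expressing HEK293 line, RGS4 induced by doxycycline | probe or stimulus = carbachol at ECmax as muscarinic agonist stimulus | timing = dye loading 30 min 37 °C, buffer rest 30 min RT | signal = calcium dye Fluo4 fluorescence | evaluation = B score from integrated fluorescence ratio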
KCNK3 block: human KCNK3 channel inhibition, primary screen; 0.84% of 340,000 active; CHO-KCNK3 thallium flux, FluxOR fluorescence; active compounds read low; B-score at 10 µM; O14649; AID 602410;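 active means B-score under library mean minus 4 SD, starting fluorescence ratio at most library mean plus 5 SD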;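 further: more negative B-score means stronger inhibition of thallium flux through KCNK3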
Numbers without * were called inactive; i = inactive; u = inconclusive; x = no result given.

SMILES,KCNQ1 inh,KCNK9 inh,GSK3 alpha inh,PolyA inh,GSK3B inh,HDAC3 inh,hERG protect,DYRK1A inh,KCNQ1 pot,RGS4 pot,KCNK3 block
CC[C@@H]1[C@H]2CCCC(=O)N3CC[C@@H](C[C@@H]1OC(=O)Nc1ccccc1)[C@@H]23,i,i,-1,i,1,-6,-3,3,i,i,i
NS(=O)(=O)c1ccc(NC(=O)CSc2ncccn2)cc1,i,i,0,i,-13,x,-7,5,i,i,i
COCCNC(=O)C(C)OC(=O)c1cc2sccc2n1C (centres undefined),i,i,3,i,0,-6,5.7*,-4,i,i,i
Cc1ccc(OCC(=O)NCC(=O)Nc2ccc(F)cc2)c([N+](=O)[O-])n1,i,i,0,i,-4,-3,-6,-10,i,i,i
O=C(NCc1ccccc1Cl)C1CCCN1S(=O)(=O)c1ccc(F)cc1 (centres undefined),i,i,0,i,1,-1,-5,11,i,i,i
Cc1nc2c(C(=O)NCc3ccc4c(c3)OCO4)c[nH]n2c(=O)c1Cc1ccccc1F,i,i,2,i,6,-1,-13,29,i,i,i
Cc1ccc(NC(=O)CCNCc2ccco2)cc1S(=O)(=O)N(C)C,i,i,1,i,2,1,-9,3,i,i,i
COc1ccc2oc(=O)c(C(=O)N3CCN(c4ccc(F)cc4)CC3)cc2c1,i,i,0,i,1,-1,-3,-6,i,i,i
CC1(C)C2CCC1(CS(=O)(=O)N1CCN(c3ccc(F)cc3)CC1)C(=O)C2 (centres undefined),i,i,1,i,4,3,-8,9,i,i,i
CCC(C)(C)C1CCC2(CC1)NC(=S)N(c1ccccc1)N2 (centres undefined),i,i,1,i,-4,1,-8,9,i,i,i
CC(Oc1ccc2ccccc2c1)C(=O)NNC(=O)Nc1ccccc1F (centres undefined),i,i,-5,i,3,1,-8,5,i,i,i
CC1=C(C(=O)N2CCOCC2)C(c2ccccc2F)C2=C(CC(C)(C)CC2=O)N1 (centres undefined),i,i,-4,i,-2,u,-5,-2,i,i,i
CCc1ncc(CN2CCC(C(=O)Nc3ccc(-n4nc(C)cc4C)cc3)CC2)cn1,i,i,7,i,5,0,-8,6,i,i,i
O=C1C=CN(Cc2ccccc2)CC1,i,i,-4,i,2,7,-3,x,i,i,i
N#Cc1nc(-c2ccc(OCc3ccc(Cl)cc3)cc2)oc1NCCCn1ccnc1,i,i,-3,i,0,-1,-8,-6,i,i,i
Cc1ccc(-c2oc3ccccc3c(=O)c2O)cc1,i,i,-5,i,-26,-1,0,6,i,i,i
CSc1nc2sc3c(c2c(=O)[nH]1)CC(C)(C)OC3,i,i,-4,i,-1,-6,-4,12,i,i,i
CCCN(CCC)S(=O)(=O)c1ccc(C(=O)N2CC3CCC(CC3)C2)cc1,i,i,-1,i,1,4,-9,3,i,i,i
CCOC(=O)c1c(NC(=O)CSc2ncn[nH]2)sc(C)c1C,i,i,-3,i,0,12,-2,3,i,i,i
Cc1ccc2c(c1Br)/C(=N/N1C(=O)c3ccccc3C1=O)C(=O)N2,i,i,-2,i,0,1,-6,-2,i,i,i
C=CCN(C(=O)CCC(=O)Nc1cc(C)on1)C(C(=O)NC1CCCC1)c1ccc(C)cc1 (centres undefined),i,i,2,i,5,4,-8,-5,i,i,i
C=CCS(=O)(=O)N1CCCC(C(=O)c2cccc(Cl)c2)C1 (centres undefined),i,i,0,i,6,1,-4,-36,i,i,i
Cc1cc(NC(=O)CCCC(=O)NCc2ccccc2)no1,i,i,0,i,-3,-1,-2,-1,i,i,i
Cc1cc(N2CCOCC2)c2c(N)c(Br)cc(C)c2n1,i,i,5,i,-6,4,1,19,i,i,i
Cn1c(=O)cc(C(=O)N/N=C/c2ccc(F)cc2)[nH]c1=O,i,i,-2,i,1,0,-12,9,i,i,i

One compound at a time, as listed above. Values in the order: KCNQ1 inh | KCNK9 inh | GSK3 alpha inh | PolyA inh | GSK3B inh | HDAC3 inh | hERG protect | DYRK1A inh | KCNQ1 pot | RGS4 pot | KCNK3 block
`Cc1ccc(OCC(=O)NCC(=O)Nc2ccc(F)cc2)c([N+](=O)[O-])n1` is entered as i | i | 0 | i | -4 | -3 | -6 | -10 | i | i | i
`COc1ccc2oc(=O)c(C(=O)N3CCN(c4ccc(F)cc4)CC3)cc2c1` is entered as i | i | 0 | i | 1 | -1 | -3 | -6 | i | i | i

(next part)
SMILES,KCNQ1 inh,KCNK9 inh,GSK3 alpha inh,PolyA inh,GSK3B inh,HDAC3 inh,hERG protect,DYRK1A inh,KCNQ1 pot,RGS4 pot,KCNK3 block
Cc1cccc(OCc2cc(-c3ccccc3)no2)c1C,i,i,-2,i,-3,3,-9,-5,i,i,i
CCc1ccc(S(=O)(=O)NCc2cn3cccc(C)c3n2)s1,i,i,x,i,2,-9,-3,-4,i,i,i
CCOC(=O)CC1(C)NC(=O)c2c(C)sc(C(=O)OCC)c2N1 (centres undefined),i,i,x,i,9,-17,-10,1,i,i,i
O=C(Cc1ccccc1[N+](=O)[O-])N1CCN(c2ccccc2F)CC1,i,i,0,i,1,x,-10,-6,i,i,i
CCC(=O)N1CCc2cc(S(=O)(=O)NCCc3ccc(S(N)(=O)=O)cc3)ccc21,i,i,-2,i,-9,-1,-4,-5,i,i,i
COC(=O)c1ccc(NC(=O)COc2cccc3c2OC(C)(C)C3)cc1,i,i,-4,i,-1,2,-10,1,i,i,i
O=C(CSc1nnc(-c2ccco2)o1)NCC(=O)c1ccccc1,i,i,4,i,-2,-6,0,-2,i,i,i
O=[N+]([O-])c1ccc(Oc2ccc(S(=O)(=O)N3CCCCC3)cc2)cc1,i,i,1,i,1,6,-8,0,i,i,i
CCOC(=O)C1=C(c2ccccc2)OC(N)=C(C#N)C1c1cccnc1 (centres undefined),i,i,0,i,3,-12,-12,6,i,i,i
Cc1ccc(S(=O)(=O)Nc2cc3c4c(c2)CC(=O)N4CCC3)cc1,i,i,-5,i,1,-7,-9,5,i,i,i
O=C(CN(C(=O)CCC(=O)Nc1nccs1)c1ccc2c(c1)OCO2)NCc1ccc(F)cc1,i,i,-2,i,-4,-5,-8,-8,i,i,i
CSCCC(NC(=O)c1ccc(Cl)cc1Cl)C(=O)NCc1ccncc1 (centres undefined),i,i,0,i,-1,x,-12,-1,i,i,i
COc1ccc(NC(=O)CCCN2C(=O)CCC2=O)cc1Cl,i,i,-5,i,0,-1,0,3,i,i,i
Cc1sc(NC(=O)COc2cccc(-n3cnnn3)c2)c(C#N)c1C,i,i,-2,x,0,-6,-8,2,i,i,i
O=C(c1ccc(F)cc1)N1CCCC(c2ccccc2)C1 (centres undefined),i,-8.8*,0,i,-2,-1,-11,0,i,i,i
COc1ccc(OC)c(N(C(=O)c2snc(C(N)=O)c2N)C(C(=O)NCc2ccccc2)c2ccc(O)cc2)c1 (centres undefined),i,i,-1,i,3,2,-19,12,i,i,i
CCc1nc(SCC(=O)Nc2ccccc2OC)c2c(C)c(C)sc2n1,i,i,-1,i,1,-1,-11,3,i,i,i
COC(=O)c1cc(S(=O)(=O)C(C)C)c(S(C)=O)s1 (centres undefined),i,i,-2,i,-1,5,-5,0,i,i,i
O=C1c2ccccc2S(=O)(=O)c2cc(C(=O)N3CCN(c4ncccn4)CC3)ccc21,i,i,-5,i,1,-8,-9,33,i,i,i

Compounds listed so far that have two or more sulfur atoms:
SMILES,KCNQ1 inh,KCNK9 inh,GSK3 alpha inh,PolyA inh,GSK3B inh,HDAC3 inh,hERG protect,DYRK1A inh,KCNQ1 pot,RGS4 pot,KCNK3 block
NS(=O)(=O)c1ccc(NC(=O)CSc2ncccn2)cc1,i,i,0,i,-13,x,-7,5,i,i,i
CSc1nc2sc3c(c2c(=O)[nH]1)CC(C)(C)OC3,i,i,-4,i,-1,-6,-4,12,i,i,i
CCOC(=O)c1c(NC(=O)CSc2ncn[nH]2)sc(C)c1C,i,i,-3,i,0,12,-2,3,i,i,i
CCc1ccc(S(=O)(=O)NCc2cn3cccc(C)c3n2)s1,i,i,x,i,2,-9,-3,-4,i,i,i
CCC(=O)N1CCc2cc(S(=O)(=O)NCCc3ccc(S(N)(=O)=O)cc3)ccc21,i,i,-2,i,-9,-1,-4,-5,i,i,i
CCc1nc(SCC(=O)Nc2ccccc2OC)c2c(C)c(C)sc2n1,i,i,-1,i,1,-1,-11,3,i,i,i
COC(=O)c1cc(S(=O)(=O)C(C)C)c(S(C)=O)s1 (centres undefined),i,i,-2,i,-1,5,-5,0,i,i,i

This is a subset; count on the stated rates, not on these rows.
